# Bioassay records as filed in PubChem.
# Fh CTSL1 inh – blocks F. hepatica cathepsin L1 in PFM18AAP counter-screen; recombinant F. hepatica cathepsin L1, Z-Leu-Arg-MCA fluorescence; inhibition, % at 5.96 µM; 300,000 compounds, 0.49% hits; AID 1906;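 active = inhibition above the mean of all tested compounds plus 3 SD, set per screening campaign, cut at about 17% in these data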;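 also: 0% = plate median of test compound wells and 100% = 1 µM Z-Phe-Ala-diazomethylketone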
# CR mimetic SO – lowers age-related superoxide in aged yeast cells; S. cerevisiae aged cells, superoxide DHE fluorescence; active compounds read low; superoxide response (% of plate mean), % at 10 µM; 330,000 compounds, 0.18% hits; AID 2690;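 active = superoxide response under a set limit, about three screen SD below normal, cut at about 65% in these data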;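 also: yeast aged for seven days with compound at 30 °C before DHE staining; 100% = average MFI of all compound-treated wells on the plate with controls excluded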
# PP1 counter – PP1-alpha (human) inhibition in PP5 counter-screen | P62136 | purified PP1alpha, OMFP fluorescence | AID 2235 | inhibition, % at 6.7 µM | 320,000 compounds, 0.9% hits;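 active = inhibition above the mean inhibition of all tested compounds plus 3 SD, computed separately for each screening campaign, cut at about 15% in these data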
# TPT1 inhibitor – blocks Candida albicans tRNA 2'-phosphotransferase; 300,000 compounds, 0.81% hits; inhibition, % at 5 µM; recombinant caTPT1, FP RNA substrate dephosphorylation;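 active = inhibition above the mean of all tested compounds plus 3 SD, set per screening campaign, cut at about 24% in these data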;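 also: plate controls were DMSO alone for no effect and ferristatin control at 100 nM for full effect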
# HCV core dimer – HCV core protein dimerization inhibition | TR-FRET GST/Flag-core106 dimerization, 1536-well | inhibition, % at 5 µM | 300,000 compounds, 0.33% hits | AID 1899;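 active = inhibition above the mean of all tested compounds plus 3 SD, set per screening campaign, cut at about 45% in these data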
#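 Material: GST/Flag-tagged HCV core106 proteins. Incubation: 4 h, 22.5 °C incubation. Read-out basis: inhibition (%) from 671 over 617 nm ratio. Measured by: TR-FRET, excitation 340 nm, emission 617 and 671 nm.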
# EBNA-1 inhibitor – blocks EBNA-1 binding to DNA | 300,000 compounds, 0.34% hits | AID 1950 | inhibition, % at 14.8 µM | EBNA-1 DNA binding, fluorescence polarization; in the data active = inhibition above about 28%
# ZTA counter – ZTA (EBV) inhibition in EBNA-1 counter-screen; 320,000 compounds, 0.15% hits; P03206; inhibition, % at 11 µM; ZTA-DNA binding, fluorescence polarization; in the data active = inhibition above about 33%
# GASC-1 inh – inhibitors of human GASC-1 (JMJD2C) demethylase; GST-JMJD2C(1-420) H3K9me3 demethylation, DELFIA europium; inhibition, % at 2.35 µM; AID 2099; 330,000 compounds, 0.069% hits;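 active = more than half of a compound's replicate wells show inhibition beyond 50%, single wells judged on their own value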;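 also: signal counts dimethyl H3K9 product captured on neutravidin plate; 0% = median of DMSO wells and 100% = 0.3 times that DMSO median; strong numbers were not always called active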
# Target sequence (Q9H3R0 1-420 limits assumed): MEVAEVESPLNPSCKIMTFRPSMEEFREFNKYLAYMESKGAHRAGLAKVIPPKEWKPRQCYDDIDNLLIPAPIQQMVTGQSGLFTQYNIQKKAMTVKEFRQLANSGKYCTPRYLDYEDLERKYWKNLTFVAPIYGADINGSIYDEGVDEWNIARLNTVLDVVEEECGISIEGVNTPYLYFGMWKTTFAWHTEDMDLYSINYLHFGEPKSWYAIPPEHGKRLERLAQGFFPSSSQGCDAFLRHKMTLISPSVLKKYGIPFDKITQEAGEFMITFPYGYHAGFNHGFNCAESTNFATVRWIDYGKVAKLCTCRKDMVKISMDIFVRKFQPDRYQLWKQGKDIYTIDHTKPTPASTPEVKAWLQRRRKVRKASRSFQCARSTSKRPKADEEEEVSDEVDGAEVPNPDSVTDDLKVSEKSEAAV
# PP5 inh – PP5 (human) phosphatase inhibition; purified PP5c, OMFP substrate fluorescence; 320,000 compounds, 0.18% hits; P53041; AID 1987; inhibition, % at 6.7 µM;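 active = inhibition above the campaign's mean inhibition across all tested compounds plus 3 SD, cut at about 9.5% in these data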;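 also: 0% = DMSO only and 100% = 100 µM cantharidin control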
# Target sequence (P53041 whole entry, looked up): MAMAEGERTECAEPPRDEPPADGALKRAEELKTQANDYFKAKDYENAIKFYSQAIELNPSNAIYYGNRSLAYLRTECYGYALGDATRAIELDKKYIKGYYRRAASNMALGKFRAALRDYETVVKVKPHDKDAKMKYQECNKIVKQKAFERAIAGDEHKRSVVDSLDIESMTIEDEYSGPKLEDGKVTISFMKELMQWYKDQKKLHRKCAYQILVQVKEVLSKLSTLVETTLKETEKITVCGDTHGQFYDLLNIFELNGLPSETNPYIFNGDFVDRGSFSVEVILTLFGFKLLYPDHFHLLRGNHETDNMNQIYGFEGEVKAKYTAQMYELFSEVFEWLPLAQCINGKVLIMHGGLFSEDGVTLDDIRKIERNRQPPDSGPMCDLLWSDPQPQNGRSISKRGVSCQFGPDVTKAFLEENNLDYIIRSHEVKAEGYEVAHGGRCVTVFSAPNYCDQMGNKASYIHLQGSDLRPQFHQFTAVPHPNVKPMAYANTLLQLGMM
# * marks the source's active call; other numbers are inactive results; . = no result given; & = joins results of further samples.
SMILES,Fh CTSL1 inh,CR mimetic SO,PP1 counter,TPT1 inhibitor,HCV core dimer,EBNA-1 inhibitor,ZTA counter,GASC-1 inh,PP5 inh
COc1ccccc1C(CNC(=O)c1cccc(NS(=O)(=O)c2ccc(C)c(F)c2)c1)N1CCCC1 (centres undefined),-2,101,-6,0,-4,4,9,3,0.3
COc1ccccc1NC(=O)c1ccc2c(c1)CCN2S(C)(=O)=O,3,87,1,0,1,-4,6,15,-2.4
Cc1cccc(N(CC(=O)NCC2CCCO2)C(=O)CCC(=O)Nc2cc(C)on2)c1 (centres undefined),-4,102,-1,-3,-4,0,2,3,1.6
CCOc1ccc(CNC(=O)c2nnc(CS(=O)(=O)c3ccccc3)o2)cc1OC,-1,69,-2,-3,-3,1,-7,-15,-0.6
CN(C)CCCN(Cc1ccccc1)C(=S)Nc1ccc(F)c(Cl)c1,-3,119,-1,-3,-3,-2,-8,1,1.4
Cc1cccc(CSc2nnc(-c3ccco3)o2)c1,-6,113,-2,-2,-3,-7,2,4,-0.9
Cn1c(=O)c2c(nc(NCCCO)n2Cc2cccc(C(F)(F)F)c2)n(C)c1=O,0,108,0,2,-1,3,0,2,0.1
COc1ccc(C2(O)CCN(C(=O)NC3CCCCC3)CC2)cc1,0,98,-2,-3,-8,-5,-18,5,2.6
Cc1ccc(C(=O)Nc2ccccc2C(=O)NCc2ccco2)cc1S(=O)(=O)N1CCCCC1,4,122,-1,1,1,-7,-13,3,2.2
Cc1cccc(C)c1NC(=O)CN(C)C(=O)c1cccc(S(=O)(=O)N2CCN(c3ccccc3)CC2)c1,-2,92,2,-2,0,3,9,7,0.0

# Four entries from above, arranged by the value under GASC-1 inh, largest number first:
structure | GASC-1 inh
COc1ccc(C2(O)CCN(C(=O)NC3CCCCC3)CC2)cc1 | 5
Cc1cccc(CSc2nnc(-c3ccco3)o2)c1 | 4
COc1ccccc1C(CNC(=O)c1cccc(NS(=O)(=O)c2ccc(C)c(F)c2)c1)N1CCCC1 (centres undefined) | 3
CN(C)CCCN(Cc1ccccc1)C(=S)Nc1ccc(F)c(Cl)c1 | 1

# (cont.)
SMILES,Fh CTSL1 inh,CR mimetic SO,PP1 counter,TPT1 inhibitor,HCV core dimer,EBNA-1 inhibitor,ZTA counter,GASC-1 inh,PP5 inh
COC(=O)Nc1nc2ccc(Br)cc2s1,-1,117,0,2,4,-10,17,-24,1.9
COc1ccc(NC(=O)CN2C(=O)COc3ccc(S(=O)(=O)N4CCCCC4)cc32)c(OC)c1,-1,81,-1,-1,-5,-14,-6,-5,1.4
CSCCC1NC(=O)N(CC(=O)Nc2ccc(N3CCCCC3)cc2)C1=O (centres undefined),-8,99,-3,-3,-5,-8,-16,5,2.4
O=Nc1c(-c2ccccc2)cc2ccccn12,1,136,-5,0,-40,-5,6,1,1.1
Cc1nc2oc3c(=O)[nH]cnc3c2c2c1COC(C)(C)C2,-6,84,-3,3,5,-12,-2,0,-0.3
Cc1cc(S(=O)(=O)N2CCC(N3CCCCC3)CC2)ccc1-n1cnnn1,-4,92,2,2,1,-5,-7,-3,-0.6
O=C(CS(=O)(=O)c1ccc2ccccc2c1)N1CCCCCC1,1,95,-5,1,0,10,4,-16,0.7
Cc1nc2ccccc2c(=O)n1/N=C/c1ccc(OC(F)F)cc1,3,104,5,2,-3,-18,-18,-1,1.1
Cc1nc(CCNC(=O)c2cccs2)cs1,2,109,-5,-2,-2,12,7,2,-1.6
COCCNC(=O)C(=O)Nc1cc2c3c(c1)CC(=O)N3CCC2,0,98,-1,-1,-13,-10,-6,12,2.0
Cc1ccc(Cl)cc1N(CC(=O)NCc1ccc2c(c1)OCO2)S(C)(=O)=O,-1,80,-1,0,2,0,0,-4,-0.3
CC(=O)N/C(=C\c1ccccc1)C(=O)Nc1ccc(O)cc1,-9,98,-2,5,-3,-8,2,-1,-0.2
Cc1ccc(C(=O)NNC(=O)C2CC2)cc1Br,-2,95,-2,-3,-4,3,0,-40,-0.8
Cc1ccc(NC(=O)c2ccc(=O)[nH]n2)cc1C,1,80,-1,-3,-5,1,3,-7,-1.1
O=S(=O)(c1ccccc1)N(CC1CO1)c1ccccc1 (centres undefined),7,97,-4,2,3,0,-1,1,2.7
O=C(c1cccc([N+](=O)[O-])c1)c1ccc2c(c1)OCCOCCOCCO2,-1,105,-6,-3,2,11,7,2,-2.3
CNC(=O)[C@@]1(Cc2ccccc2)C=C[C@@H](C)N1C(C)=O,-2,96,-4,-3,3,-12,10,3,0.2
C=CCOc1c(Cl)cc(/C=N/O)cc1OC,1,98,-4,1,1,-3,2,-5,2.2
O=C(NCC(=O)N1CCCC1)c1cccs1,-3,96,-1,1,9,14,9,-1,0.8
Cc1cc(C)n(-c2nc(C(F)(F)F)nc3ccccc23)n1,-4,102,1,-4,-6,-7,1,-93,3.1

# Compound profiles, as listed above.
# `O=C(NCC(=O)N1CCCC1)c1cccs1` as listed: Fh CTSL1 inh: -3; CR mimetic SO: 96; PP1 counter: -1; TPT1 inhibitor: 1; HCV core dimer: 9; EBNA-1 inhibitor: 14; ZTA counter: 9; GASC-1 inh: -1; PP5 inh: 0.8
# `O=C(c1cccc([N+](=O)[O-])c1)c1ccc2c(c1)OCCOCCOCCO2` as listed: Fh CTSL1 inh: -1; CR mimetic SO: 105; PP1 counter: -6; TPT1 inhibitor: -3; HCV core dimer: 2; EBNA-1 inhibitor: 11; ZTA counter: 7; GASC-1 inh: 2; PP5 inh: -2.3
# `CNC(=O)[C@@]1(Cc2ccccc2)C=C[C@@H](C)N1C(C)=O` as listed: Fh CTSL1 inh: -2; CR mimetic SO: 96; PP1 counter: -4; TPT1 inhibitor: -3; HCV core dimer: 3; EBNA-1 inhibitor: -12; ZTA counter: 10; GASC-1 inh: 3; PP5 inh: 0.2

# As a short view, part of the list above.
SMILES,Fh CTSL1 inh,CR mimetic SO,PP1 counter,TPT1 inhibitor,HCV core dimer,EBNA-1 inhibitor,ZTA counter,GASC-1 inh,PP5 inh
Cc1ccc(Cl)cc1N(CC(=O)NCc1ccc2c(c1)OCO2)S(C)(=O)=O,-1,80,-1,0,2,0,0,-4,-0.3
CC(=O)N/C(=C\c1ccccc1)C(=O)Nc1ccc(O)cc1,-9,98,-2,5,-3,-8,2,-1,-0.2

# The list goes on:
SMILES,Fh CTSL1 inh,CR mimetic SO,PP1 counter,TPT1 inhibitor,HCV core dimer,EBNA-1 inhibitor,ZTA counter,GASC-1 inh,PP5 inh
O=C(O)COc1ccccc1C1C2C(=O)N(c3ccc(F)cc3)C(=O)C2ON1c1ccccc1 (centres undefined),7,101,-3,-6,14,4,6,0,0.3
O=S1(=O)N=C(N(CCO)/N=C/c2ccccc2F)c2ccccc21,-1,100,-5,1,8,2,1,-7,-2.8
CC12CCC(C(=O)NCc3ccccc3Cl)(C(Br)C1=O)C2(C)C (centres undefined),2,93,4,-2,-2,-3,-8,3,-1.1
CC(C)n1c(=NC(=O)c2ccco2)c(C#N)cc2c(=O)n3ccccc3cc21,4,122,2,-14,-1,9,-10,-2,0.1
Cc1cc(NC(=O)c2noc3c2CCCCC3)nn1Cc1ccc(Cl)cc1,1,105,-2,0,6,7,-3,18,0.1
O=C(NC12CC3CC(CC(C3)C1)C2)N1CCC(O)(c2ccc3c(c2)OCO3)CC1,-1,108,-3,-4,-7,2,0,7,-0.8
Cc1cc(-c2nnc(CCC(=O)N(CC3CCC3)CC3CCCO3)o2)no1 (centres undefined),0,113,-3,-2,-3,1,-14,-2,0.5
CN(C(=O)C1CCOC1)c1nnc(-c2cnccn2)s1 (centres undefined),5,96,-2,2,2,-2,13,11,0.6
COc1cccc(NC(=O)COC(=O)c2cc(S(=O)(=O)N3CCOCC3)ccc2C)c1,-15,100,-5,2,6,0,8,-22,-0.4
Nc1nonc1-n1nnc(C(=O)N/N=C/c2c[nH]c3ccccc23)c1-c1ccccc1,3,96,2,-1,11,-1,17,6,2.0
O=C(Nc1ccccc1)C1CC(=O)n2ncnc2N1 (centres undefined),-2,81,0,0,-3,1,-4,2,0.9
O=C(c1cccc(C(=O)N2CCN(c3ncccn3)CC2)c1)N1CCN(c2ncccn2)CC1,4,90,-3,-1,-4,2,-17,-3,-0.4
CCOC(=O)N1CCN(C(c2ccc(C)cc2)c2sc3nc(C)nn3c2O)CC1 (centres undefined),-3,96,1,-4,-8,-5,-9,11&-10,-0.3
O=C(NCc1ccccn1)C1CCCCC1,-4,102,2,1,-1,-6,4,1,-0.3
O=c1c2cccnc2[nH]c(=S)n1CCCN1CCN(c2ccc(F)cc2)CC1,-5,75,-9,4,-1,-17,1,-6,-6.2
O=C(Oc1cncc(Cl)c1)c1sccc1Cl,1,100,1,-1,-1,2,4,-4,-3.3
COC1=CC(=O)CC(C)C12Oc1c(Cl)c(OC)cc(OC)c1C2=O (centres undefined),-1,91,2,-2,-5,-9,-10,3,2.1
O=C(CNc1ccccc1Cl)c1ccc(Br)cc1,4,98,2,2,6,13,6,-2,1.1
CCOC(=O)c1c(C)n(C)c2ccc(OC)c(NS(=O)(=O)CC)c12,-3,106,1,2,-1,-1,-3,4,-1.0
CCN1C(=O)C(O)(CC(=O)/C=C/C=C/c2ccccc2)c2ccccc21 (centres undefined),22*,119,4,-2,17,-10,-1,3,-7.6
O=C(NN1C(=O)/C(=C/c2ccc(O)c(O)c2)SC1=S)c1ccccc1,34*,99,6,31*,-23,4,-16,-31,4.1
CCCCC(=O)Nc1nn(CCC)c2nc3ccccc3cc12,1,99,0,0,-12,-3,8,0,5.2
COC(=O)c1cccc(COC(=O)c2ccc(CS(=O)(=O)c3ccc(C)cc3)cc2)c1,0,93,5,1,-5,-9,1,2,3.1
COc1ccc(N2C(=O)C3CCCN3C2c2ccc(C)o2)cc1 (centres undefined),1,110,-4,0,1,-6,12,8,-1.7
CSCCC(NC(=O)c1ccco1)C(=O)OCC(=O)Nc1ncc(Cl)c(C)c1Cl (centres undefined),5,96,-1,-3,20,-3,18,0,-2.7
COCc1nc(-c2ccc(-c3ccc(C)cc3)nc2OC)no1,2,103,1,1,3,2,-4,-10,1.0
O=S(=O)(Nc1cc2nc3ccccc3nc2n1Cc1ccccc1)c1ccc(Cl)cc1,-3,120,13,44*,5,8,31,-3,9.5
Nc1nc(-c2ccc(C(=O)O)cc2)cs1,3,102,-3,-3,-6,-3,4,-2,0.5
Cn1ncc(C(N)=O)c1NC(=S)NC(=O)c1ccc(Br)o1,-1,120,-7,-1,2,6,14,2,0.1
CCCCn1c(N(CCOC(C)=O)C(C)=O)nc2ccccc21,-1,81,0,1,-4,2,11,-4,-0.8
COc1ccc(/C=N/Nc2nc(Nc3ccccc3)nc(N3CCCC3)n2)cc1[N+](=O)[O-],-1,94,8,2,17,4,-11,34,1.5
O=C(c1ccc2c(c1)OCO2)N(CC1CCCO1)C1(C(=O)NC2CCCCC2)CCCCC1 (centres undefined),1,94,-1,-9,8,21,9,22,0.6
Cc1ccc(S(=O)(=O)CCC(=O)OCCOc2cccc(Br)c2)cc1,.,91,2,.,.,.,-20,3,3.0
